Compound activity: PubChem, several laboratories
KCNK3 inh: human KCNK3 channel inhibition, primary screen | 340,000 tested, 0.84% active | O14649 | CHO-KCNK3 thallium flux, FluxOR fluorescence; active compounds read low | B-score at 10 µM;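 active = B-score under library mean minus 4 SD, starting fluorescence ratio at most library mean plus 5 SD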;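 note: more negative B-score means stronger inhibition of thallium flux through KCNK3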
SKKanGAS inh: inhibitors of SKKanGAS S. pyogenes growth in kanamycin (SK-promoter or general growth effect); BacTiter-Glo, 6 h; inhibition, % at 7.5 µM; 300,000 tested, 1.3% active; AID 1662;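 active = mean replicate score, as percent of positive control median, at least 50; inconclusive = mean below 50 but one replicate at or above 50; inactive = mean and every replicate below 50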;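 note: strain carries kanamycin resistance gene driven by streptokinase promoter and grows in 40 µg/ml kanamycin; loss of luminescence reflects streptokinase promoter inhibition or plain growth inhibition; 0% = median of DMSO wells and 100% = positive control at its reference dose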
KCNQ1 inh: blocks the human KCNQ1 potassium channel; P51787; CHO-K1 KCNQ1, FluxOR thallium flux fluorescence; active compounds read high; B-score at 10 µM; 310,000 tested, 1.3% active;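 active = compounds whose thallium flux B-score, printed positive for inhibition, exceeds three library SD while starting fluorescence stays within three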;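 note: channel opened by potassium depolarization with thallium stimulus after 20 min compound exposure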
TMEM16A inh: blocks the mouse calcium-activated chloride channel TMEM16A; HEK293 TMEM16A/YFP iodide influx fluorescence, ionomycin; normalized B-score (activity score, 25-100; higher = stronger inhibition) at 10 µM; Q8BHY3; 310,000 tested, 1.2% active;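 active = ratio plate-corrected score three or more library SD toward inhibition, starting fluorescence score within five deviations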;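 note: score derived from kinetic fluorescence span divided by baseline fluorescence per well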
Target sequence (Q8BHY3 whole entry, looked up): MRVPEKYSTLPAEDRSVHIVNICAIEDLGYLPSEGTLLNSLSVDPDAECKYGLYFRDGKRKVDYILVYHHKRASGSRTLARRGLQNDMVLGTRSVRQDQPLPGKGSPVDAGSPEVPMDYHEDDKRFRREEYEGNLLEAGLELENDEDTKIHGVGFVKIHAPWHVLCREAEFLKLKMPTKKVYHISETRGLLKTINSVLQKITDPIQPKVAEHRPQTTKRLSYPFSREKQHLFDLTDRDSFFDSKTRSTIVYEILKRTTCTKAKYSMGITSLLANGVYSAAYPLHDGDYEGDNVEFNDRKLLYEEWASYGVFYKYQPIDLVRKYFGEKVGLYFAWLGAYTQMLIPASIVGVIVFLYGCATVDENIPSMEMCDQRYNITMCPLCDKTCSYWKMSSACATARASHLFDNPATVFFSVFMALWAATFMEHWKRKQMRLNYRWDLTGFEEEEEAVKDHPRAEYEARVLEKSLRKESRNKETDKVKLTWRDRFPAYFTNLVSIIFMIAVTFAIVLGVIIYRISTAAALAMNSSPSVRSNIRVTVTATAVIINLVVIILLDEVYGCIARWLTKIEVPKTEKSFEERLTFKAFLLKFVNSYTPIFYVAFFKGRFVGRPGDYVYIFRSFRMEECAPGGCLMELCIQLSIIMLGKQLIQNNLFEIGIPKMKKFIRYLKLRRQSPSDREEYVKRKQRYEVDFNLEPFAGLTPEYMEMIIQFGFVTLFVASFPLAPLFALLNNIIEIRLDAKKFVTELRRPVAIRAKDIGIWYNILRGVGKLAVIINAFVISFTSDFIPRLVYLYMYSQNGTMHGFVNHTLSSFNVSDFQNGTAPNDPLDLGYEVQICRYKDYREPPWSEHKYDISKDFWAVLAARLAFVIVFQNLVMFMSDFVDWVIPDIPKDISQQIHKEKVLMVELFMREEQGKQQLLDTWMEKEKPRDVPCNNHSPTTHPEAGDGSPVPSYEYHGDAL
KCNQ1 act: potentiators or activators of human KCNQ1 potassium channel. P51787. B-score at 10 µM. CHO-K1 KCNQ1, thallium flux FluxOR fluorescence; active compounds read high. 310,000 tested, 0.35% active;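 active = fluorescence ratio B-score, a plate-corrected score, at least three library SD, with initial intensity B-score within 5 SD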
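System: CHO-K1 cells stably expressing KCNQ1 / Medium: assay buffer for compound exposure, DMSO matched across wells / Reagent: thallium- and potassium-containing depolarizing buffer / Compound: one concentration, matched DMSO / Incubation: 20 min compound pretreatment at room temperature / Measured by: kinetic FluxOR fluorescence, 10 s baseline plus 110 s post-stimulus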
KCNK9 inh: human KCNK9 channel inhibition; AID 488922; B-score at 10 µM; HEK293 KCNK9, FluxOR thallium flux fluorescence; active compounds read low; 310,000 tested, 1.2% active; Q9NPC2;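 active = ratio B-score over 3 SD below the library mean, with starting fluorescence within 5 SD of its mean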;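 note: negative B-score means less thallium flux so channel inhibition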
hERG rescue: compounds protecting human hERG from proarrhythmic drug block. Q12809. CHO-hERG, FluxOR thallium flux, dofetilide IC70 present. activation (rescue from dofetilide block), less the hit threshold, % at 10 µM. 310,000 tested, 0.51% active;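 active = activation above the mean of controls blocked by dofetilide plus 5 SD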;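 note: thallium influx through hERG after potassium depolarization seen as dye fluorescence rise; in these data hits start at about 4.7%; inactives centre near -7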
ANO1 activ: activates or potentiates the mouse TMEM16A chloride channel; HEK293 TMEM16A/YFP-H148Q/I152L, iodide quench fluorescence; active compounds read low; B-score at 10 µM; 340,000 tested, 0.3% active; AID 623877;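 active = fluorescence-ratio B-score plate-corrected deviation score at least 3 library SD below zero, with starting fluorescence score within 5 deviations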;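 note: channel opened by trigger with iodide after compound preincubation; score built on the fluorescence ratio of max minus min over baseline; more negative score means more quench and so TMEM16A activation or potentiation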
RGS4 inh: inhibitors of human RGS4. P49798. HEK293 M3R/RGS4 inducible, Fluo-4 calcium flux; active compounds read high; triggered by carbachol at its EC20. B-score at 10 µM. 310,000 tested, 0.45% active. AID 463165;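 active = B-score, a plate-corrected calcium signal, over three deviations above library mean, with baseline fluorescence within five deviations of library mean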;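 note: RGS4 expression induced by doxycycline in cells with stable M3 receptor; B-score is computed from the integrated fluorescence ratio over baseline after carbachol; higher B-score means a larger calcium signal and so more RGS4 inhibition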
RGS4 pot: RGS4 potentiation or activation; HEK293 M3R/inducible RGS4, carbachol calcium flux Fluo4; active compounds read low; AID 463111; B-score at 10 µM; 310,000 tested, 0.92% active;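 active = B-score of the integrated calcium signal more than 4 SD below the library mean, with starting fluorescence not abnormally high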;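 note: negative B-score means reduced calcium response which marks RGS4 activation or potentiation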
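Material: M3R-expressing HEK293 line, RGS4 induced by doxycycline | Schedule: Overnight RGS4 induction, 30 min dye load 37 °C, 20 min compound RT | Measured by: Fluo4 fluorescence kinetic imaging of calcium | Read-out: Integrated calcium ratio converted to B score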
HDAC3 inh: human HDAC3 inhibition. recombinant HDAC3, fluorogenic peptide/trypsin coupled, fluorescence. 320,000 tested, 0.15% active. AID 2718. inhibition, % at 8.3 µM. O15379; in the data active = inhibition above about 26%, passing the limit was not always enough; inconclusive = no clear call, values can overlap the other calls
Numbers without * were called inactive; i = inactive; ? = inconclusive; · = not tested or not shown; & = joins results of further samples.

SMILES | KCNK3 inh | SKKanGAS inh | KCNQ1 inh | TMEM16A inh | KCNQ1 act | KCNK9 inh | hERG rescue | ANO1 activ | RGS4 inh | RGS4 pot | HDAC3 inh
CCC(=O)N1N=C(c2c(O)n(CCc3ccccc3)c(=O)[nH]c2=O)CC1c1ccc(OC)c(OC)c1 (configuration not stated) | i | 100* | i | i | i | i | -10 | i | i | i | 3
CC(C)Cc1nnc(NC(=O)CCC(=O)N2CCN(CCOC(c3ccccc3)c3ccccc3)CC2)s1 | i | -6 | i | i | i | i | -6 | i | i | i | 0
Cc1nc2ccc(Cl)cc2c(=O)n1-c1ccccc1Cl | i | 2 | i | i | i | i | -6 | i | i | i | 8
ClCCNc1nc2ccc(Cl)cc2[nH]1 | i | -3 | i | i | i | i | -8 | i | i | i | 1
COc1ccccc1-n1c(-c2ccccc2Cl)nc2ccccc2c1=O | i | 8 | i | i | i | i | -14 | i | i | i | -9
COC(=O)C1=C(c2ccccc2)C[C@@H]2CC[C@H]1N2C(=O)NCc1ccco1 | i | 5 | i | i | i | i | -9 | i | i | i | -6
O=C1NC(=O)C(C/C=C/c2ccccc2)C(=O)N1 | i | 3 | i | i | i | i | 0 | i | i | i | 0
O=[N+]([O-])c1ccc(-c2ccccc2)c([As](=O)(O)O)c1 | i | 4 | i | i | i | i | -10 | i | i | i | -2
N=c1c2c(n(Cc3ccc(Cl)cc3Cl)c3c1CCC3)CCCC2 | i | 6 | i | i | i | i | -20 | i | i | i | 5
O=[N+]([O-])c1ccc(Nc2ccccc2)cc1 | i | 8 | i | i | i | i | 0 | i | i | i | 4
Clc1ccc(-c2nc3ccc(Cl)cn3c2CN2CCOCC2)cc1 | i | -8 | i | i | i | i | -10 | i | i | i | -4
CCN1C(=O)NC(=O)/C(=C\c2ccc(N3CCOCC3)cc2OC)C1=O | · | -1 | i | i | i | i | -5 | · | i | i | 1
N[C@@H](Cc1ccccc1)C(=O)N1C[C@H]2C[C@@H](C1)c1cccc(=O)n1C2 | i | -1 | i | i | i | i | -7 | i | i | i | 0
Cc1ccccc1N1CCN(C2CCCN(C(=O)COc3ccccc3)C2)CC1 (configuration not stated) | i | 22 | i | i | i | i | -12 | i | i | i | 9
COc1ccc(CN2CCCC(C(=O)c3ccc(Cl)cc3)C2)c(O)c1 (configuration not stated) | i | 5 | i | i | i | i | -3 | i | i | i | ?
COc1cccc(CN2CCNCC2)c1OC | i | -10 | i | i | i | i | -1 | i | i | i | 0
Cc1ccc(N2C(=O)NC(=O)/C(=C\c3cc(C)n(-c4sc5c(c4C#N)CCCC5)c3C)C2=O)cc1 | i | 1 | i | 25* | i | i | -6 | i | i | i | ·
Cc1ccc2c(c1)C1CN(C)CCC1N2C(=O)Cc1cccs1 (configuration not stated) | i | 4 | i | i | i | i | -6 | i | i | i | -2
COc1ccccc1-n1c(-c2ccc(C)cc2)nc2ccccc2c1=O | i | -2 | i | · | i | i | -12 | i | i | i | ·
CCCc1cc(=O)oc2cc(OCC(=O)N3CCC(C(=O)O)(c4ccccc4)CC3)ccc12 | i | 4 | i | i | i | i | -3 | i | i | i | 1
O=c1[nH]c(=O)n(-c2cccc(Cl)c2)c(O)c1/C=N/c1ccccn1 | i | -2 | i | i | i | i | -10 | i | i | i | 5
CC[N+](CC)(CC)CCCOC(=O)C(O)(c1ccccc1)C1CCCCC1 (configuration not stated) | i | 1 | i | i | i | i | -9 | i | i | -8.2* | 1
Cc1ncc([N+](=O)[O-])n1CCOC(N)=O | i | 3 | i | i | i | i | -4 | i | i | i | 1
COc1cccc(-c2cc(C(F)(F)F)n3nc(C(=O)N4CCC5(CC4)OCCO5)cc3n2)c1 | i | -6 | i | i | i | i | -5 | i | i | i | -8
COc1ccc(-c2cc(=O)oc3c(C)c(OC(C)C(=O)N4C[C@H]5C[C@@H](C4)c4cccc(=O)n4C5)ccc23)cc1 (some centres not stated) | i | 8 | i | i | i | i | -11 | i | i | i | 3

More compounds:
SMILES | KCNK3 inh | SKKanGAS inh | KCNQ1 inh | TMEM16A inh | KCNQ1 act | KCNK9 inh | hERG rescue | ANO1 activ | RGS4 inh | RGS4 pot | HDAC3 inh
O=c1c2ccccc2nc(/C=C/c2ccccc2)n1-c1ccc(O)cc1 | i | 13 | i | i | i | i | -4 | i | i | i | 0
Fc1ccc(C(OCCN2CCCC2)c2ccc(Br)cc2)cc1 (configuration not stated) | i | 3 | i | i | i | i | -18 | i | i | -9.8* | 4
Cc1nc2ccccc2c(=O)n1-c1ccc(-c2ccccc2)cc1 | i | 16 | i | i | i | i | -6 | i | i | i | 1
O=C1C(=O)c2cccc3cccc1c23 | i | -2 | i | i | i | i | -9 | i | i | i | 4
S=P(NC1CCCCC1)(N1CC1)N1CC1 | i | -1 | i | i | i | i | 0 | i | i | i | 0
CN(C)S(=O)(=O)c1cc(NC(=O)C[N+]23CCN(CC2)CC3)ccc1Cl | i | 2 | i | i | i | i | -6 | i | i | i | ?
COc1ccc(OC)c(CNCCc2ccc(OC)c(OC)c2)c1 | i | -2 | i | i | i | i | 0 | i | i | i | -5
Cc1cccc(-n2c(O)c(/C=N/N3CCOCC3)c(=O)[nH]c2=S)c1 | i | -8 | i | i | i | i | -2 | i | i | i | 5
C=CCn1c(O)c(C=NCCCn2ccnc2)c(=O)[nH]c1=O | i | 5 | i | i | i | i | -1 | i | i | i | -5
COc1ccn(C)c(=O)c1C#N | i | -2 | i | i | i | i | -4 | i | i | i | -2
CN1CCN(C(=S)SCC(=O)Nc2ccc(Cl)cc2C(=O)c2ccccc2)CC1 | i | 3 | i | i | i | i | -13 | i | i | i | 0
Cc1cc(C=C2C(=O)NC(=O)NC2=O)c(C)n1-c1cccnc1 | i | -9 | i | i | i | i | -7 | i | i | i | 2
Cc1cccc(-n2c(O)c(C=Nc3ccc(Br)cn3)c(=O)[nH]c2=O)c1 | i | -15 | i | i | i | i | -8 | i | i | i | 8
CCOC(=O)COc1ccc2c(c1)c(C(C)=O)c(C)n2Cc1ccccc1 | i | -2 | i | i | i | i | -16 | -5.5* | i | i | 0
CC(=O)c1cn(Cc2ccc(C#N)cc2)c2ccccc12 | i | -8 | i | i | i | i | -5 | i | i | i | 0
CCOc1ccccc1N1C(=O)NC(=O)/C(=C/c2ccc3c4c(cccc24)CC3)C1=O | i | -5 | i | i | i | i | -3 | i | i | i | -4
Cc1cccc(-n2c(C)nc3ccccc3c2=O)c1C | i | -3 | i | i | i | i | -12 | i | i | i | -6
CNc1ccc2nc3ccccc3[n+](C)c2c1 | i | 24 | i | i | i | i | -12 | -5* | i | i | 6
COC(=O)C1=C(c2cc3ccccc3s2)C[C@@H]2CC[C@H]1N2C(=O)NCCNC(C)=O | i | 0 | i | i | i | i | -2 | i | i | i | 5
O=C(N/N=C\C1C(=O)NC(=S)N(c2ccccc2)C1=O)c1ccc(O)cc1 (configuration not stated) | i | 14 | i | i | i | i | -12 | i | i | i | 1
COc1ccc(CN2CCN(C(=O)Cc3ccccc3)CC2)cc1Br | i | -2 | i | i | i | i | -1 | i | i | i | 10
Cc1ccc2[nH]c(C)c(CCNCc3cccnc3)c2c1 | i | -1 | i | i | i | i | -6 | i | i | i | -10
CC(=O)OC1N=C(c2ccccc2Cl)c2cc(Br)ccc2N(C)C1=O (configuration not stated) | i | -3 | i | i | i | i | -4 | i | i | i | -7
CN1CCN(C(=O)COc2ccc(S(=O)(=O)Nc3ccc(F)cc3)cc2)CC1 | i | -10 | i | i | i | i | -1 | i | i | i | -7
CN1C(=O)C(=Cc2ccccc2Oc2ccc(Cl)c(F)c2)C(=O)N(C)C1=O | i | 12 | i | i | i | i | -5 | i | i | i | 8

Additional entries follow.
SMILES | KCNK3 inh | SKKanGAS inh | KCNQ1 inh | TMEM16A inh | KCNQ1 act | KCNK9 inh | hERG rescue | ANO1 activ | RGS4 inh | RGS4 pot | HDAC3 inh
Nc1ncc2[nH]cnc2n1 | i | 17&-1 | i | i | i | i | -3&-6 | i | i | i | -3&-5
CN(C)C(=Nc1ccccc1)P(=S)(N(C)C)N(C)C | i | -6 | i | i | i | i | -3 | i | i | i | 1
CC(C)CC(NC(=O)C1CCCCC1)C(=O)N1CCC2(CC1)OCCO2 (configuration not stated) | i | 8 | i | i | i | i | -6 | i | i | i | 10
CCP(=S)(CC)c1ccc(N(C)C)cc1 | i | 1 | i | i | i | i | -8 | i | i | i | -1
CCOP(=O)(OCC)C(NC(=O)c1cccc([N+](=O)[O-])c1)C(Cl)(Cl)Cl (configuration not stated) | i | -8 | i | i | i | i | -4 | i | i | i | -6
O=C(Cc1ccccc1)N1CCN(Cc2ccc(F)cc2)CC1 | i | -5 | i | i | i | i | -7 | i | i | i | 6
CCNC(=S)N(C)CCc1cc2c(c(OC)c1C=C1C(=O)N(C)C(=O)N(C)C1=O)OCO2 | i | 5 | i | i | i | i | -8 | i | i | i | ?
COc1ccc(C(c2c(O)c3ccccc3oc2=O)c2c(C)n(C)n(-c3ccccc3)c2=O)cc1 (configuration not stated) | i | 6 | i | i | i | i | -10 | i | i | i | -1
C=CCn1c(O)c(C(C)=NCCC(c2ccccc2)c2ccccc2)c(=O)[nH]c1=O | i | 9 | i | i | i | i | -5 | i | i | i | 6
CN1C(=O)N(C)C(=O)C(CCc2ccncc2)(CCc2ccncc2)C1=O | i | 7 | i | i | i | i | -6 | i | i | i | -1
CC1(C)OC(c2ccccc2)=C/C(=C/C=C2C(=O)NC(=O)NC2=O)O1 | i | 1 | i | i | i | i | -19 | i | i | i | 12
COC(=O)c1ccc(CN2CCN(Cc3ccccc3)CC2)cc1 | i | 5 | i | i | i | i | -6 | i | i | i | -6
Cc1cc(C(=O)N2CCC3(CC2)OCCO3)no1 | i | -9 | i | i | i | i | -5 | i | i | i | 1
Cc1cnc(NC(=O)CN2CCCCC2)s1 | i | 4 | i | i | i | i | -9 | i | i | i | 2
Cc1ccccc1-n1c(-c2ccco2)nc2ccccc2c1=O | i | 14 | i | i | i | i | -6 | i | i | i | 3
Cc1c(C(=O)N2CCC3(CC2)OCCO3)oc2ccccc12 | i | -1 | i | i | i | i | 0 | i | i | i | -3
C=CC1CN2CCC1CC2c1[nH]c2ccccc2c1CCO (configuration not stated) | i | -1 | i | i | i | i | 1 | i | i | i | 0
CN(C)C(=O)Oc1ccc2oc(=O)cc(-c3cc4ccccc4o3)c2c1 | i | -2 | i | i | i | i | -1 | i | i | i | 0

A portion of the library (hit frequency here may not be typical).
